TTR transcr act = activators of transthyretin transcription. 92,000 compounds, 1.3% hits. SH-SY5Y TTR promoter Gaussia luciferase, luminescence; 100% = recombinant luciferase protein wells. activation, % at 16.7 µM. AID 1117267;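 active = activation above the mean of all tested compounds plus 3 SD, cut at about 9.5% in these data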;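 note: cells exposed to compounds for one day before reading; 0% = median of all test compound wells on the plate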
* = called active by the depositor. An excerpt; count on the stated rates, not on these rows.

smiles	TTR transcr act
O=C(CSc1ccsc1[N+](=O)[O-])Nc1cc(F)ccc1F	4.1
Cc1[nH]c2ccccc2c1C(c1ccncc1)N1CCN(c2ccccc2F)CC1 (stereo unspecified)	1.9
CN1CCN(c2nc3c(c(=O)n(C)c(=O)n3C)n2Cc2ccc(Cl)cc2)CC1	0.4
Cc1cc(C)n(CC(=O)Nc2ccc(N3CCOCC3)c(Cl)c2)c(=O)c1C#N	-0.1
COc1ccc(C(=O)Nc2ncc(C)s2)cc1S(=O)(=O)N1CCOCC1	0.5
CN(Cc1ccccc1)C(=O)COC(=O)c1ccc(S(=O)(=O)N(C)C)cc1	-0.1
CCOC(=O)CCC(=O)Nc1ccc(S(=O)(=O)Nc2cc(OC)nc(OC)n2)cc1	-1.4
Cc1cccc(NC2=NC(C)(C)N=C(N)N2)c1	-0.1
CC1CCCCC1NC(=S)Nc1ccc(Cl)cc1Cl (stereo unspecified)	-2.1
Nc1nc(SCC(=O)Nc2cc(-c3ccccc3)nn2-c2ccccc2)n[nH]1	0.7
CC(=O)CSc1ncnc2sc3c(c12)CCCC3	-1.8
C/C(=N/Nc1ccnc2cc(Cl)ccc12)c1ccc(O)cc1	-8.7
C[C@@H]1[C@H](O)C[C@@]23COC(=O)C2=CCCC3[C@@]1(C)CCC1COC(=O)C1 (stereo partly specified)	1.9
CC(C)c1ccc(/C=C2\Oc3c(ccc(O)c3CN3CCN(C)CC3)C2=O)cc1	-0.1
CCc1ccccc1NCC(=O)Nc1ccc(Cl)c(C(F)(F)F)c1	1.2
CC(C)(C)NC(=O)C(c1ccnc2ccccc12)n1c(=O)c(-c2ccco2)nc2ccccc21 (stereo unspecified)	-1.2
CN(C)/C(Cn1cncn1)=C1/N=C(c2ccccc2)OC1=O	0.0
CCn1ncc(C(=O)Nc2ccccc2C)c1C	-2.8
COc1ccc(NC(=O)Nc2ccc(Cc3ccncc3)cc2)cc1OC	-0.8
Cc1cc(NC(=O)CS(=O)(=O)c2cn(Cc3cccc(C(F)(F)F)c3)c3ccccc23)no1	-0.7
Cc1ccc(N=C2NC(=O)/C(=C/c3cccn3C)S2)cc1	-3.5
Cc1ccc(C)c(NC2=CC(=O)CC(C)(C)C2)c1C#N	-1.2
O=C(Nc1cccc(Cl)c1)Nc1nc(-c2ccc(Cl)cc2)cs1	-7.2
O=[N+]([O-])c1ccc(CNc2cccc(F)c2)s1	2.4
Cc1ccc(NC(=O)Cn2c(=O)n(Cc3ccco3)c(=N)c3c4c(sc32)COC(C)(C)C4)cc1	-2.6
CN1CCN(S(=O)(=O)c2cc(C(F)(F)F)ccc2Cl)CC1	3.7
CCC(CC)C(=O)NCCc1cc2c(C)ccc(C)c2[nH]c1=O	-0.9
CCC(Oc1ccccc1)C(=O)Nc1ccccc1C(=O)N1CCCCC1 (stereo unspecified)	-1.9
Cc1cc([N+](=O)[O-])ccc1NCc1ccco1	-2.0
COc1ncc(-c2ccc3c(c2)S(=O)(=O)c2cccc(C(=O)NCc4ccco4)c2C3=O)cn1	4.9

The closing 2 records of the section before come first, to join the parts:
smiles	TTR transcr act
Cc1cc([N+](=O)[O-])ccc1NCc1ccco1	-2.0
COc1ncc(-c2ccc3c(c2)S(=O)(=O)c2cccc(C(=O)NCc4ccco4)c2C3=O)cn1	4.9
O=C(CSc1nc2ccccc2c(=O)[nH]1)Nc1ccc([N+](=O)[O-])cc1	1.1
CCn1c(COc2ccccc2C)nnc1SCC(=O)N1CCC(C)CC1	0.4
COC(=O)C1C(=O)C2=C(CC1C)NC(=O)CC2c1cccc(C)c1 (stereo unspecified)	0.4
O=C(NCc1ccco1)C(=O)c1cn(CC(=O)N2CCCCC2)c2ccccc12	4.2
CSc1ncnc2c1ncn2CC(=O)C1CCC2C3CCC4=CC(=O)CCC4(C)C3CCC12C (stereo unspecified)	-4.5
Cc1onc(-c2ccccc2)c1C(=O)Nc1nnc(-c2ccncc2)s1	-0.7
CC1CCCc2sc3nc(NCc4ccco4)n4ncnc4c3c21 (stereo unspecified)	7.3
CCN1C(=O)[C@@H]2[C@@H](c3ccc(-c4ccc(OC)cc4)cc3)N3CCC[C@@]3(C(=O)OC)[C@@H]2C1=O	2.0
O=c1[nH]c2cc3c(cc2cc1C(c1nnnn1Cc1ccccc1)N1CCCc2ccccc21)OCO3 (stereo unspecified)	0.2
O=C(CCc1ccccc1)Nc1ccc2ccccc2n1	-2.2
O=C(N/N=C/C=C/c1ccccc1[N+](=O)[O-])c1ccncc1	-0.8
Cc1nc2ccccc2n1C1CCN(CC(=O)NCc2ccc(F)cc2)CC1	-2.1
O=C(Nc1ccc(Cl)cc1Cl)OC1CCC12CCC(c1ccccc1)CC2 (stereo unspecified)	-0.4
COc1ccc(NC(=O)NN2CCOCC2)cc1OC	5.5
CCCCCCCCCCCCCCCC[n+]1ccc(C(N)=O)cc1	0.1
C=CCSC1=Nc2cc(OC)c(OC)cc2C2=NC(=O)CN12	31*
CC(=O)Nc1ccc(C(=O)CS(=O)(=O)c2ccc(C)cc2)cc1	-2.6
O=C(O)c1csc(N/N=C/c2ccc(Br)cc2)n1	2.0
COc1ccccc1N1CCN(c2ccc(S(=O)(=O)N3CCN(C)CC3)cn2)CC1	-1.7
CC(C)N(C(=O)COC(=O)c1cccnc1Cl)c1ccccc1	-0.3
Cc1cccc(OCC(=O)N(C)CC(=O)Nc2cccc(F)c2)c1C	-1.3
CCCc1cc(=O)n2[nH]c(C)c(-c3ccc(OC)cc3)c2n1	-0.7
NC(=O)COC(=O)c1cc(=O)[nH]c2ccccc12	-0.5
O=C(/C=C/c1ccco1)N(Cc1cccc(Cl)c1)C1CCS(=O)(=O)C1 (stereo unspecified)	-0.6
CCOc1ccc(NC(=O)c2cccc3c2C(=O)N(CCOC)C3)cc1	-0.7
O=C(NCc1ccc2c(c1)OCO2)c1cnc2n(c1=O)CCS2	1.0
O=C(Cn1cc(COc2ccc(Cl)c(Cl)c2)nn1)NS(=O)(=O)c1ccccc1OC(F)(F)F	-0.5
COc1ccc(C(=O)N2C=Cc3ccccc3C2C#N)cc1 (stereo unspecified)	-1.4
Cc1cc[n+](-c2nc([O-])sc2/C=N/Nc2ccc([N+](=O)[O-])cc2)cc1	1.7
COC(=O)[C@H]1C[C@]2(C(/C=C(\C)CCC=C(C)C)S(=O)(=O)c3ccccc3)c3ccccc3N[C@H]2N1 (stereo partly specified)	-0.1
Cc1ccc(NC(=S)NNC(=O)c2ccco2)cc1	-1.8
Cc1nn(C(=O)c2ccco2)c(C)c1Sc1ccc([N+](=O)[O-])cc1	3.9
C=CCN1C(=O)c2ccc(C(=O)N(C)CC(=O)Nc3cccc(F)c3)cc2C1=O	4.5
COc1cc(NC(=O)c2ccc(Br)o2)c(C(=O)O)cc1OC	-1.5
COc1cc(C(=O)N/C(=C\c2cn(C)c3ccccc23)C(=O)NCCN2CCOCC2)cc(OC)c1OC	2.2
Cc1ccc(/C=C/C(=O)Nc2cc(=O)n(C)c(=O)n2C)o1	4.1
CCNC(=S)Nc1ccc(OC(F)(F)F)cc1	2.0
COC(=O)C(CCC(C(=O)OC)N1C(=O)c2ccccc2C1=O)N1C(=O)c2ccccc2C1=O (stereo unspecified)	1.3
Cc1nc(SCc2ccc(OCCC(C)C)cc2)n[nH]1	-0.7
O=C(Nc1ccc(Cl)cc1)c1nc[nH]c1C(=O)NCCCCNC(=O)c1[nH]cnc1C(=O)Nc1ccc(Cl)cc1	-3.3
COc1cc2sc3ccc(C#Cc4ccc(N)cc4)cc3c(=O)c2cc1OC	-4.7
CCOc1ccc(CCNC(=O)COC(=O)c2cc(OC)cc(OC)c2)cc1OCC	-1.4
COc1ccccc1C1=NOC(Cn2c(=O)c3c(ncn3C)n(C)c2=O)C1 (stereo unspecified)	16*
CS(=O)(=O)c1ccc2nc(NC(=O)c3ccc(Cl)cc3)sc2c1	-2.1
Cc1cccc(Cn2cnc3ccccc32)c1	0.1
COCCCn1c(=O)c2sccc2n(Cc2ccccc2)c1=O	-1.8
CCc1cccc(-n2c(SCC(=O)c3c(N)n(C4CC4)c(=O)[nH]c3=O)nnc2N2CCOCC2)c1	2.0
Cc1cc(OCC(=O)NC(C)c2ccccc2)ccc1[N+](=O)[O-] (stereo unspecified)	5.6
N#CC1=C(S)N(c2ccccc2)C(c2ccc(-c3cc(Cl)ccc3Cl)o2)NC1=O (stereo unspecified)	6.8
COc1ccc(Nc2nc(N)nc(CN3CCOCC3)n2)cc1	-0.7
Cc1cc(C(=O)N2CCN(c3ccc(C(F)(F)F)cn3)CC2)c(C)o1	-0.9
CCN1C(=O)C(CC(=O)Nc2ccc(F)cc2)N(Cc2ccc3c(c2)OCO3)C1=S (stereo unspecified)	-1.7
[O-][n+]1c2ccccc2c2n1CCN=C2c1ccc(Cl)cc1	0.5
CC(C(=O)N1CCOCC1)N1C(=O)c2ccccc2C1=O (stereo unspecified)	1.2
COc1ccccc1C1=NOC(CN2C(=O)c3ccccc3S2(=O)=O)C1 (stereo unspecified)	2.5
Cc1cc(Cl)ccc1Oc1ccccc1C(=O)CC#N	1.9
CCCCN1c2ccccc2N(CCCO)c2cc(C)nnc21	-1.1
Cn1cc(CN2CCC[C@H]2CO)c(-c2cccc(Cl)c2)n1	1.3
CC(C)CCNC(=O)c1onc(CSc2ccccn2)c1C(=O)NCCC(C)C	-3.2
N#Cc1ccc(NC(=O)C2CC(c3ccc(F)cc3)=NO2)cc1 (stereo unspecified)	-1.6

Four entries from above in another layout.
SMILES: Cc1nn(C(=O)c2ccco2)c(C)c1Sc1ccc([N+](=O)[O-])cc1
  TTR transcr act: 3.9
SMILES: C=CCN1C(=O)c2ccc(C(=O)N(C)CC(=O)Nc3cccc(F)c3)cc2C1=O
  TTR transcr act: 4.5
SMILES: COc1cc(NC(=O)c2ccc(Br)o2)c(C(=O)O)cc1OC
  TTR transcr act: -1.5
SMILES: COc1cc(C(=O)N/C(=C\c2cn(C)c3ccccc23)C(=O)NCCN2CCOCC2)cc(OC)c1OC
  TTR transcr act: 2.2

Later entries:
smiles	TTR transcr act
CC(C)c1ccccc1NC(=O)Nc1ccc2c(c1)OCO2	4.0
O=C(Cc1ccccc1)NN1C(=O)/C(=C/c2ccccc2C(=O)O)SC1=S	6.1
Cc1c(NC(=O)c2noc(C(C)C)c2[N+](=O)[O-])c(=O)n(-c2ccccc2)n1C	-1.9
CCOC(=O)C1CCN(C(c2cc3ccc(C)c(C)c3[nH]c2=O)c2nnnn2C2CCCCC2)CC1 (stereo unspecified)	-0.1
C=CCOc1c(Br)cc(CNc2ccc(NC(=O)C(C)C)c(OC)c2)cc1OCC	-0.8
COc1cc(C(=O)OCC(=O)Nc2cccc(S(=O)(=O)N3CCOCC3)c2)ccc1OCC(C)C	-2.0
CCN(CC)S(=O)(=O)c1ccc(C(=O)NCc2n[nH]c(=S)n2-c2ccc(Cl)c(Cl)c2)cc1	1.2
COc1ccc(C2=NOC3(CC(=O)N(c4ccc(C)cc4)C3=O)C2)cc1 (stereo unspecified)	1.2
CCn1cc(/C=C/C(=O)c2ccc(O)cc2)c(C)n1	5.5
COc1ccc(/C=N/NC(=O)c2cccnc2)cc1COc1ccc(NC(C)=O)cc1	-1.1
O=C1C2C3C=CC(CC3)C2C(=O)N1c1ccc(Cl)cc1 (stereo unspecified)	-0.8
CCC(=O)N1c2ccccc2NC2=C(C(=O)CCC2)C1c1ccco1 (stereo unspecified)	1.3
CCCCCC(=O)NC(=S)Nc1ccc(N2CCOCC2)cc1	-2.0
CCCc1nc(NCc2ccccn2)c2nnn(Cc3ccccc3F)c2n1	-4.5
NC(=O)c1ccc2c(c1)S(=O)(=O)c1ccccc1C2=O	-0.6
CCOc1ccc(OCC)c(S(=O)(=O)NCCOC23CC4CC(CC(C4)C2)C3)c1	-1.9
Cc1ccsc1C(=O)Nc1ccc(S(=O)(=O)N2CCOCC2)cc1	-0.8
CCCCn1c(SCC(=O)NC2CCS(=O)(=O)C2)nc2cc(S(N)(=O)=O)ccc21 (stereo unspecified)	2.3
O=C(Cc1cccc(NC(=O)C2CCCN(C(=O)C3CCCCC3)C2)c1)Nc1ccc(C(=O)N2CCOCC2)cc1 (stereo unspecified)	-0.9
CCCCNC(=O)C[C@H]1C[C@@]2(C(=O)OC)C(=C[C@H](C3CCCC3)O[C@@H]2C)N(Cc2ccc(Cl)cc2Cl)C1=O	-1.8
COc1ccc(C(=O)NCC(=O)OCC(=O)c2ccc3c(c2)OCCO3)cc1	0.5
COC(=O)c1cnc(NNS(=O)(=O)c2ccc(C(F)(F)F)cc2)nc1C(F)(F)F	1.1
Cc1cccc(Nc2nc(N)nc(CCl)n2)c1	-1.8
CCOc1cc(CNCc2cccs2)cc(Br)c1OC	0.2
N/C(Cc1nc2ccccc2s1)=N\O	3.5
CCOc1ccc2[nH]c(=O)c(CN(CCN3CCCC3)C(=S)Nc3ccccc3OC)cc2c1	-1.0
N#Cc1ccc(C=NN2CCCCCC2)cc1	3.1
CCN(CC)c1ccc(/C=c2\sc3nnc(-c4ccccc4Cl)n3c2=O)cc1	2.1
Cn1c2ccc(F)cc2c2ncn(CCCN(CCO)CCO)c(=O)c21	6.5
C(=Nc1ccc(N2CCOCC2)cc1)c1c[nH]c2ccccc12	3.8
CCOC(=O)C1CCCN(S(=O)(=O)c2ccc(C)cc2)C1 (stereo unspecified)	-1.2
CCc1ccccc1N1C(=O)C2C3CC(=O)C(c4ccccc43)C2C1=O (stereo unspecified)	3.3
